# Screens: PubChem BioAssay, several laboratories
# S1P4 antag: human S1P4 receptor antagonism | 220,000 tested, 0.26% active | inhibition, % at 4.98 µM | S1P4-expressing cells, antagonist mode, reporter read-out | AID 1510; in the data active = inhibition above about 29%;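 note: 0% = wells stimulated with agonist and 100% = vehicle wells without agonist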
# Target sequence (O95977 whole entry, looked up): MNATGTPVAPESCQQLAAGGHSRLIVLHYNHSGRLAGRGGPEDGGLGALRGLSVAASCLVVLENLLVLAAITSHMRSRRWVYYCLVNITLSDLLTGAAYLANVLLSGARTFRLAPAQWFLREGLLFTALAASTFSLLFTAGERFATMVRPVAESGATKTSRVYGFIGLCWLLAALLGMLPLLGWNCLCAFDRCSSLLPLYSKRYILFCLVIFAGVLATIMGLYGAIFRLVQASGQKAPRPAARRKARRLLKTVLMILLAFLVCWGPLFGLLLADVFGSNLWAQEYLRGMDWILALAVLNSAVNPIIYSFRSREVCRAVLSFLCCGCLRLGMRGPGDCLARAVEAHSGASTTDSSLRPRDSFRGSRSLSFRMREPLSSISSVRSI
# S1P4 agonist: agonists of human S1P4 receptor; 220,000 tested, 0.35% active; S1P4-expressing cell line, agonist reporter assay; activation, % at 4.98 µM; in the data active = activation above about 11%;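 note: 0% = DMSO vehicle and 100% = reference agonist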
# Runt-CBFb FRET: inhibitors of human RUNX1 Runt domain binding to CBFb; Q01196+Q13951; Cerulean-Runt/Venus-CBFb FRET ratio 530/480, 1 h; inhibition, % at 20 µM; 220,000 tested, 0.46% active;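 active = inhibition over about 50% at 20 µM in the single-dose screen, limit read from the data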;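 note: 0% = DMSO wells and 100% = excess unlabeled CBFb competitor control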
#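 Reagent – Venus-CBFb binding partner, 100 nM · Assay system – Cerulean-tagged RUNX1 Runt domain (FRET donor) fusion protein · Input – 100 nM per protein · Incubation – two 1 h room-temperature incubations shielded from light · Measured by – FRET fluorescence · Medium – Tris buffer pH 7.5 with salts and BSA · Benchmarks – unlabeled CBFb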
# RBBP9 inh: human RBBP9 hydrolase inhibition | O75884 | recombinant RBBP9, FP-Rh probe fluorescence polarization | inhibition, % at 7.94 µM | 220,000 tested, 0.2% active;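 active = inhibition above the campaign mean of all tested compounds plus 3 SD, cut at about 14% in these data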;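 note: plate controls were DMSO wells with RBBP9 for no effect and wells lacking RBBP9 protein for full effect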
# Target sequence (O75884 whole entry, looked up): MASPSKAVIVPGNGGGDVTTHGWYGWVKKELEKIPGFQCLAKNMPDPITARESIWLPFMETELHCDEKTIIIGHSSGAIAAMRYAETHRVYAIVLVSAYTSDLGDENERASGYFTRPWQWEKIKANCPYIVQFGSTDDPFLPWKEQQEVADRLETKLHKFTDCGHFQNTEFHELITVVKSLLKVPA
#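 Test system: recombinant human RBBP9. Quantity: 2.5 µM RBBP9 dispensing solution, before mixing. Detection: FP readout at 525/598 nm. Reagent: Serine-hydrolase probe FP-Rh, 375 nM pre-mixing. Measure: % inhibition. Control set: DMSO-treated enzyme wells and wells lacking RBBP9. Buffer or medium: Tris-NaCl-Pluronic buffer, pH 8.0. Times: preincubation 30 min plus labeling 45 min at 25 °C.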
# NPY-Y1 antag: blocks the human neuropeptide Y Y1 receptor; P25929; HEK293-CNG Y1 cells, membrane potential fluorescence; NPY at EC95, then isoproterenol; inhibition, % at 3.6 µM; 200,000 tested, 1% active; AID 1040;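 active = inhibition above the campaign mean inhibition of all tested compounds plus 3 SD, cut at about 20% in these data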;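 note: 0% = DMSO wells given NPY plus isoproterenol and 100% = isoproterenol alone without NPY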
#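 System: HEK293 cells with Y1 receptor plus CNG channel / Probe or stimulus: NPY 25 nM then isoproterenol 1 µM plus Ro 20-1724 25 µM / Compound: one concentration, 3.6 µM, in 0.4% DMSO / Schedule: compound incubation 1 h at room temperature, readout 45 min post-stimulation / Measured by: membrane potential fluorescence / Read-out: % inhibition of NPY effect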
# BaF3 parental: reduces parental Ba/F3 cell viability, JAK2V617F counter-screen. CellTiter-Glo ATP luminescence. inhibition, % at 5.6 µM. 220,000 tested, 1.1% active. AID 1486;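 active = inhibition above a per-campaign cutoff, the mean inhibition of all tested compounds plus 3 SD, cut at about 27% in these data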;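 note: 0% = DMSO wells and 100% = JAK Inhibitor I control wells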
# NPY2 pot ag: human NPY-Y2 potentiation or agonism, primary screen; cells expressing NPY-Y2, potentiator/agonist read-out; activation, % at 3.6 µM; 220,000 tested, 0.45% active; AID 1359; in the data active = activation above about 27%;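 note: cells stimulated with NPY near EC25 plus isoproterenol at EC100; 0% = vehicle plus submaximal agonist and 100% = vehicle plus saturating agonist; some results beyond the cut were filed as inactive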
# Target sequence (P49146 whole entry, looked up): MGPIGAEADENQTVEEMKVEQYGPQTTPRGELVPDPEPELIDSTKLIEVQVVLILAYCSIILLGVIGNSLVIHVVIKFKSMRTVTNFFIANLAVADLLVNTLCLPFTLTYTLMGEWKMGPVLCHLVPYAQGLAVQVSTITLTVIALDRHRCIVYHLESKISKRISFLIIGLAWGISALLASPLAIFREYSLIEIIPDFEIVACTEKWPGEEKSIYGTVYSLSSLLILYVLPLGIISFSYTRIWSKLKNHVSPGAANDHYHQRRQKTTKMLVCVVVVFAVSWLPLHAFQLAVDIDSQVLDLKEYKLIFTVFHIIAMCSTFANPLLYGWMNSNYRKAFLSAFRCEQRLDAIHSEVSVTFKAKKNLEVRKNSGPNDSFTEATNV
# NPY-Y1 PAM-ag: potentiators or agonists of human neuropeptide Y receptor Y1; NPY-Y1 expressing cells, potentiator/agonist activation; 220,000 tested, 0.37% active; P25929; activation, % at 3.6 µM; in the data active = activation above about 33%, passing the limit was not always enough;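 note: cells stimulated with NPY at EC10 then isoproterenol at EC100; 0% = low agonist plus stimulus and 100% = saturating agonist plus stimulus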
# Ba/F3 V617F tox: loss of viability in JAK2V617F-driven Ba/F3 cells | Ba/F3 EpoR-JAK2V617F viability, ATP luminescence | inhibition, % at 5.6 µM | 220,000 tested, 1.1% active;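 active = inhibition above the campaign mean plus 3 SD over all tested compounds, cut at about 24% in these data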;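 note: cytokine-independent growth of Ba/F3 cells driven by EpoR plus mutant JAK2; 0% = DMSO-treated cells and 100% = JAK inhibitor I control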
# * hit, by the source's call; · = not tested or not shown.
Compound,S1P4 antag,S1P4 agonist,Runt-CBFb FRET,RBBP9 inh,NPY-Y1 antag,BaF3 parental,NPY2 pot ag,NPY-Y1 PAM-ag,Ba/F3 V617F tox
Cn1nc(C(F)(F)F)c(/C=N/OC(=O)c2ccccc2Cl)c1SCc1ccccc1Cl,5.1,-1.3,-2.6,-3.5,6.6,-2.0,-4.4,10.3,-2.8
O=C1CC(N(O)C2CC(=O)N(Cc3ccccc3)C2=O)C(=O)N1Cc1ccccc1 (configuration not stated),-5.4,0.5,2.2,-13.2,-7.1,5.6,-4.9,-5.4,3.1
Cc1cccc(C(=O)O/N=C2\CCSc3ccc(C)cc32)c1,-5.3,0.7,1.8,-5.5,7.5,-0.8,1.4,-16.5,0.6
O=C(Nc1cc(=O)[nH]c2nc(-c3ccc(Cl)cc3)nn12)c1ccccc1,-10.5,0.6,0.1,-6.0,·,-2.1,-7.5,-33.5,2.1
Nc1ccc(Oc2ccc3c(c2)C(=O)N(CC2CCCO2)C3=O)cc1 (configuration not stated),-2.5,0.3,-0.4,-0.1,·,-4.3,-4.1,7.1,0.8
CN(C)/C=C/C(=O)c1ccc(Cl)cc1,-6.0,1.1,0.8,-8.4,4.4,7.0,0.9,-15.7,-0.4
CCn1c(CNC(=O)c2ccco2)nnc1SCC(=O)Nc1cccc(F)c1,1.1,1.9,-1.3,-5.3,1.6,3.8,-2.6,9.5,-2.1
COc1cc(N)ccc1Cc1ccc(N)cc1OC,11.2,-0.5,-3.5,-4.6,7.7,3.1,2.1,27.8,-0.3
CC12COC3(C(=O)Nc4ccc(Cl)cc4)CC1CCC32C (configuration not stated),-5.4,-0.5,-3.6,-7.8,9.8,-1.4,0.7,-17.9,-4.3
Cc1cc(C)nc(Sc2ccc(/C=C(\C#N)C(=O)Nc3ccccc3)o2)n1,4.0,0.7,3.9,-4.8,6.1,5.5,-2.9,-21.5,-1.2
O=C(COC(=O)c1ccccc1)Nc1cccc(S(=O)(=O)N2CCOCC2)c1,-3.1,2.4,-1.0,-3.2,-4.6,2.7,-4.2,-11.4,-1.5
O=C(CSc1ncnc2scc(-c3ccccc3)c12)N1CCN(c2ccccc2F)CC1,-21.4,-1.1,0.7,-2.0,33.2*,2.1,-5.1,-28.9,-1.3
Cc1nn(Cc2ccccc2)c(C)c1NC(=O)CSc1nnc(-c2cc(Cl)ccc2O)n1C,-13.4,-0.5,2.5,1.9,0.4,5.2,3.5,10.9,1.2
Cn1cnc(S(=O)(=O)N2CCN(c3ccc(F)cc3)CC2)c1,-13.9,1.0,1.1,-1.3,·,0.4,-5.2,8.6,-4.8
CC1CC1C(=O)OCC(=O)Nc1ccc2[nH]c(=O)[nH]c2c1 (configuration not stated),-4.1,-1.8,2.4,-6.0,-2.3,5.5,-3.3,9.7,1.8
CCOc1ccc(C(=O)Nc2ccccc2CC)cc1[N+](=O)[O-],-7.3,-0.4,-4.1,-2.4,9.8,5.1,-5.7,-12.6,-3.8
NS(=O)(=O)c1ccc(CCNC(=O)c2ccc([N+](=O)[O-])cc2[N+](=O)[O-])cc1,-15.6,-0.1,0.6,7.7,0.2,12.2,-6.9,-1.4,4.0
COC(=O)C1=C(C)N(CCc2cc(OC)c(OC)c(OC)c2)C(=O)N[C@H]1c1ccc(Br)cc1,9.5,1.5,-2.8,-5.9,-5.8,6.1,5.7,-9.1,3.4
Cc1ccc(N2C(=O)CC(N3CCN(c4ccccn4)CC3)C2=O)cc1 (configuration not stated),-7.4,0.0,0.4,-1.4,3.1,2.6,0.3,18.9,-3.1
CCN1C(=O)/C(=C\N2CCN(c3ccccc3)CC2)SC1=S,10.5,-0.6,-0.2,2.8,-2.7,3.7,10.7,-0.2,2.5
CCOc1ccccc1/C=N/Nc1nc2c(N)ncnc2n1[C@H]1O[C@@H](CO)[C@H](O)[C@@H]1O,-3.4,-0.3,4.8,-1.4,·,-1.4,18.7,13.2,-4.5
CCCCCCOC(=O)Nc1ccc(S(=O)(=O)Nc2cccc([N+](=O)[O-])c2)cc1,-9.7,0.6,0.7,-7.2,-4.0,2.0,10.1,20.8,-1.4
O=C(COC(=O)C1CC2C=CC1C2)Nc1cccc(S(=O)(=O)N2CCCCC2)c1 (configuration not stated),-5.2,1.6,0.6,-5.5,1.6,9.7,3.2,-10.9,3.1
C=C(Br)Cn1c(CCC)nc2ccccc21,-4.5,0.7,0.0,-14.1,4.5,5.6,-6.4,2.0,0.3
Cc1ccc(NC(=O)CN(c2ccc3c(c2)OCO3)S(=O)(=O)c2c(C)n[nH]c2C)cc1,1.2,-2.0,·,-3.0,-0.7,5.3,0.8,14.1,-0.9
CC(=O)c1ccc(N2CCN(C(=S)Nc3ccc(Cl)c(Cl)c3)CC2)cc1,-11.3,-0.4,2.8,-6.4,-8.2,1.3,-0.3,1.1,-0.9
CCCCCCNc1nc(Cl)nc(NC(C)(C)CO)n1,-2.2,-0.6,-2.6,-11.8,·,0.4,-9.1,-0.1,2.8
O=C(Oc1cc(-c2ccccc2)no1)c1ccc(Cl)cc1,1.4,0.8,-0.4,-11.1,5.8,4.5,-10.0,-4.4,-4.3
COc1ccc(-c2cc(C(=O)Nc3cc(OC)c(OC)c(OC)c3)no2)cc1OC,8.7,-2.9,-4.1,-4.7,-2.2,6.1,-9.3,-12.4,3.4
Clc1cccc(CSc2ccc(-c3cccnc3)nn2)c1,-4.8,1.6,-4.8,-5.6,3.0,6.5,-4.0,5.3,3.3
O=C(O)CCCCCn1c(SCC(=O)Nc2ccc(F)cc2)nc2ccsc2c1=O,5.8,-1.1,-1.2,6.4,-0.6,3.9,5.7,-5.8,0.2
Cc1ccc(S(=O)(=O)N2CCCCC2)cc1NC(=O)COC(=O)Cc1ccc(Cl)cc1,-14.7,1.1,-2.1,-0.7,12.3,2.3,-8.4,8.3,-6.1
O=C(COc1ccc2ccccc2c1)N1c2ccccc2Sc2ccccc21,0.9,-2.4,1.2,-9.4,5.9,5.3,-31.6,-44.3,3.1
Cn1cc(S(=O)(=O)N2CCN(C(=O)c3ccco3)CC2)c(=O)n(C)c1=O,-8.3,-3.3,1.5,-9.1,-4.7,-1.1,2.0,-11.7,-2.0
COc1cccc(-c2cc(=O)c3cc(NC(=O)c4ccccc4)ccc3[nH]2)c1,-1.9,2.7,-3.3,-6.6,-5.3,5.2,3.0,-6.7,-2.2
Cc1cccc(Nc2ncnc3ccc(Br)cc23)c1,-1.2,2.3,-4.1,-4.5,1.3,10.0,-15.2,-22.9,7.1
COCC(=O)N1CCCC(CNS(=O)(=O)c2ccc(OC)cc2)C1 (configuration not stated),4.1,-3.0,1.1,-3.0,-1.0,7.7,-4.2,8.5,1.8
N/C(Cc1ccc(Cl)cc1Cl)=N\OC(=O)c1ccccc1,-13.9,0.2,-2.9,3.2,4.3,3.0,5.3,11.5,-2.9
CC(/C=N/NC(=O)Cn1cnc2c1c(=O)n(C)c(=O)n2C)=C\c1ccccc1,-26.7,2.8,-5.7,3.2,0.8,7.6,3.8,-14.9,1.8
CN(CCn1ccnc1)C(=O)CC1C(=O)NCCN1Cc1ccccc1C(F)(F)F (configuration not stated),-1.5,0.4,0.9,-3.4,4.5,3.6,3.6,3.7,2.6
Cn1c(=O)n(C)c2cc(CNc3ccc(N4CCOCC4)c(C(=O)O)c3)ccc21,-18.8,0.9,3.4,-2.4,-6.4,-0.1,-1.8,7.3,-6.1
CC(NC(=O)COC(=O)Cn1cnc2ccccc2c1=O)C1CC2CCC1C2 (configuration not stated),-7.1,1.0,2.1,-8.2,-3.2,6.2,2.3,7.4,1.7
O=C(CCNc1ccc(Br)cc1)c1cccc([N+](=O)[O-])c1,-16.2,-1.8,1.9,-3.9,-4.8,11.5,1.4,7.3,3.8
Cc1ccc(NC(=O)c2cccc(N3C(=O)CCC3=O)c2)nc1,-2.5,-0.5,0.6,-7.7,-2.3,0.1,-7.5,-2.9,-3.4
CCOC(=O)C(C(=O)NCc1ccc(F)cc1)c1ncc(C(F)(F)F)cc1Cl (configuration not stated),-2.7,0.2,-3.6,-4.4,-9.6,-1.2,7.4,-2.6,0.9
Cn1c(=O)[nH]c(=O)c2c1nc(CN1CCN(c3cccc(Cl)c3)CC1)n2CCCc1ccccc1,-15.0,0.1,-13.5,2.7,5.7,1.4,12.0,5.0,-3.6
Cc1ccc(-c2cc(C(=O)NCc3cnn(C)c3C)c3cc(Br)ccc3n2)cc1,-18.6,-1.1,-2.7,-5.5,2.8,2.3,-1.1,-4.8,4.0
Cc1ccc(C)c(OCCCCCn2ccnc2)c1,12.1,-0.3,2.5,1.5,-1.1,8.2,-6.3,-29.2,5.2
COc1cccc(OC)c1C(=O)Nn1c(C2CCC2)nc2ccccc2c1=O,-24.6,0.2,-1.8,-4.2,13.7,6.9,-7.3,-2.8,-1.1
Cc1ccccc1NC(=O)c1ccc(CN2CCc3ccccc3C2)cc1,9.2,-0.5,2.4,-4.8,10.6,0.1,-12.1,-10.8,-1.4
COc1ccc(S(=O)(=O)N(C)CC(=O)Nc2ccc(C)cc2)cc1OC,-2.1,-1.1,2.4,-5.3,2.5,5.8,-13.0,-5.7,5.6
Cc1ccc(Cl)c(OCC(O)CN(CCO)CCO)c1 (configuration not stated),-3.9,1.3,-0.5,-10.4,-1.2,1.1,-2.5,3.5,-1.6
O=C(CCNC(=O)c1ccccc1Cl)Nc1nc(-c2ccc(F)cc2)cs1,-15.0,1.4,0.7,-6.4,-6.3,1.5,4.7,-30.4,-1.6
COc1cc(C2CC(=O)Oc3c2c(=O)n(C)c2ccccc32)ccc1O (configuration not stated),-7.9,2.2,3.2,-0.1,1.9,8.9,-4.6,1.2,-0.6
Cc1ccc(CN2CCN(/N=C/c3ccco3)CC2)c(C)c1,-0.3,-0.2,-2.4,-6.2,0.5,3.1,-1.9,-15.2,0.2
CCOC(=O)CC(=O)CSc1ncnc2c1cnn2-c1ccccc1,4.7,0.2,-2.7,-0.8,-2.0,6.0,14.1,10.4,-1.1
CCOC(=O)c1cnc(-n2nc(C)cc2C)nc1Nc1ccc(N(C)C)cc1,-11.2,0.3,-1.9,-6.1,0.3,0.0,4.4,-5.2,1.3
